High-throughput results as filed in PubChem BioAssay.
CHRM4 PAM: human M4 muscarinic receptor positive allosteric modulators, primary screen, CHO-K1 cells, Fluo-8 calcium fluorescence; hit rate 0.4% among 360,000; activation, % at 3 µM; CHO-K1 hM4/Gqi5, ACh EC20; 0% = ACh EC20, 100% = maximal ACh;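 active = activation above its plate's cutoff, the mean activation of sample wells plus 3 SD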; also: some results filed as inactive read as strong as hits
Target sequence (P08173 whole entry, looked up): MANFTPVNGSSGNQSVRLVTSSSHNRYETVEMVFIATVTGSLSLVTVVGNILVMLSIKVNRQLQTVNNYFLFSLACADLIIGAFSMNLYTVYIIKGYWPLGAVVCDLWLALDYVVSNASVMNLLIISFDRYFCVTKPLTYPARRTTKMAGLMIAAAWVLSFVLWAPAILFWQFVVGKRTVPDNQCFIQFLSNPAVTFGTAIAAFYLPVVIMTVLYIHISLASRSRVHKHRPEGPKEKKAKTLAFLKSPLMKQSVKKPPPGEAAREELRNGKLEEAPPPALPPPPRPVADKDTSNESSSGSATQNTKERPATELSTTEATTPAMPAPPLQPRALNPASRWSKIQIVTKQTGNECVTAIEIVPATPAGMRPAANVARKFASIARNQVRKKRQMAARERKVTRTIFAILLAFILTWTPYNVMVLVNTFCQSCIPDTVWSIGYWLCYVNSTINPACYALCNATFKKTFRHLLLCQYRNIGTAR
CHRM4 agonist: human M4 muscarinic receptor agonists, primary screen, CHO-K1 cells, Fluo-8 calcium fluorescence | Muscarinic acetylcholine receptor M4 (Homo sapiens), P08173 | CHO-K1 hM4/Gqi5; vehicle 0%, full acetylcholine response 100% | activation, % at 3 µM | hit rate 0.14% among 360,000 | AID 624127, 2012;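 active = activation above the run mean over all test wells plus 3 SD, cut at about 32% in these data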;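 also: peak over basal fluorescence ratio per well then scaled between controls; 0% = DMSO wells and 100% = acetylcholine at EC100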
CRFBP-R2 agonist: agonists of CRF-BP/CRF-R2 complex, primary screen, cell-based, HEK293, calcium dye fluorescence, uHTS | CRF-binding protein / CRF receptor 2 complex (human) | calcium dye fluorescence (FLIPR); percent of saturating CRF peptide response | activation, % at 13.2 µM | hit rate 0.46% among 350,000;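 active = activation of at least 50%, plus an integration ratio under a set limit after plate pattern correction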;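 also: plate controls were neutral control wells without compound for no effect and CRF at EC100 for full effect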
CRFBP-R2 block: antagonists of CRF-BP/CRF-R2 complex, primary screen, cell-based, HEK293, calcium dye fluorescence, uHTS. inhibition, % at 11.8 µM. hit rate 0.59% among 350,000. AID 588475, 2011. CRF-induced calcium fluorescence;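 active = inhibition of the ligand-induced calcium signal above about 50% at the single tested concentration, limit read from the data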
M5 ag: human M5 muscarinic receptor agonists, primary screen, CHO-K1 cells, Fluo-8 calcium fluorescence | activation, % at 3 µM | Muscarinic acetylcholine receptor M5 (Homo sapiens), P08912 | CHO-K1 hM5 cells; 0% DMSO wells, 100% maximal acetylcholine response | hit rate 0.19% among 360,000;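 active = activation above the run's mean over test compounds plus 3 SD, cut at about 23% in these data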;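 also: signal is peak over basal fluorescence ratio across the kinetic read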
M4 antag: human M4 muscarinic receptor antagonists, primary screen, CHO cells, Fluo-8 calcium fluorescence; hit rate 0.73% among 360,000; CHO-hM4 cells, ACh EC80; Muscarinic acetylcholine receptor M4 (Homo sapiens), P08173; inhibition, % at 3 µM;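 active = inhibition above its plate's cutoff, the mean inhibition of sample wells plus 3 SD, cut at about 27% in these data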;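 also: 0% = acetylcholine EC80 with DMSO and 100% = DMSO without agonist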
CHRM1 PAM: human M1 muscarinic receptor positive allosteric modulators, primary screen, CHO-K1 cells, Fluo-8 calcium fluorescence, 1536-well; Muscarinic acetylcholine receptor M1 (Homo sapiens), P11229; CHO-K1 hM1, ACh EC20; 0% = ACh EC20, 100% = maximal ACh; activation, % at 3 µM; hit rate 0.088% among 360,000; in the data active = activation above about 19%, passing the limit was not always enough
Target sequence (P11229 whole entry, looked up): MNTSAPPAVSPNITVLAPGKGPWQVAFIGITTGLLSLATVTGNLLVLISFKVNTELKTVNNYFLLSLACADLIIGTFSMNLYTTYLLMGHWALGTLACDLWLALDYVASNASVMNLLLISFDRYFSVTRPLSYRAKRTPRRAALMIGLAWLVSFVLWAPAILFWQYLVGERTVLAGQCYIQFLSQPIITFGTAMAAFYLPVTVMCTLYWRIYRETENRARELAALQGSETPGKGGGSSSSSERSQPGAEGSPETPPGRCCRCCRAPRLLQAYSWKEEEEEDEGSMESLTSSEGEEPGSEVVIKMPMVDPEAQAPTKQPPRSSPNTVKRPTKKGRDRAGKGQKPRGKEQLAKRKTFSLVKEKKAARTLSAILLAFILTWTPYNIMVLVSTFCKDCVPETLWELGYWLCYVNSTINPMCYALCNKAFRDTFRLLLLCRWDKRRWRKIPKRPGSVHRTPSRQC
M5 antag: human M5 muscarinic receptor antagonists, primary screen, CHO cells, Fluo-8 calcium fluorescence; CHO-hM5 cells, ACh EC80; inhibition, % at 3 µM; hit rate 0.59% among 360,000;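 active = inhibition above a per-plate cutoff, the mean of that plate's test compounds plus 3 SD, cut at about 27% in these data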;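 also: 0% = acetylcholine EC80 with DMSO and 100% = DMSO without agonist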
CHRM5 PAM: human M5 muscarinic receptor positive allosteric modulators, primary screen, CHO-K1 cells, Fluo-8 calcium fluorescence | hit rate 0.3% among 360,000 | AID 624038, 2012 | activation, % at 3 µM | Muscarinic acetylcholine receptor M5 (Homo sapiens), P08912 | CHO-K1 hM5, ACh EC20 PAM; 0% = ACh EC20, 100% = ACh EC100;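 active = activation above the run cutoff, the mean activation of all test compounds plus 3 SD, cut at about 18% in these data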
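Assay system – human M5 receptor in CHO-K1 cells · Read-out – % activation, ACh-normalized · Technique – Fluo-8 calcium fluorescence · Dosing – single-point, 3 µM nominal · Incubation – Fluo-8 loading 80 min at 37 °C plus 30 min room temperature · Repeats – singlicate, one well per test compound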
Active calls of the source: *; . = not tested or not shown.

SMILES	CHRM4 PAM	CHRM4 agonist	CRFBP-R2 agonist	CRFBP-R2 block	M5 ag	M4 antag	CHRM1 PAM	M5 antag	CHRM5 PAM
O=C(NCCCN1CCCC1=O)C(=O)NCC1OCCCN1S(=O)(=O)c1cc(F)ccc1F (stereo unspecified)	7.6	1.8	1.4	-2.2	-2.8	-16.7	0.3	-23.2	3.7
Cc1cc(Br)cc(C)c1NC(=S)NC(=O)CC(C)C	-5.3	-0.9	-0.7	-29.3	-4.7	4.6	-2.4	0.2	-6.7
C(=C\c1ccc2ccccc2n1)/c1ccccc1	-16.4	-1.2	-1.2	7.3	-2.4	6.2	-1.7	3.5	-7.7
Cc1ccc(CNC(=O)c2cc3c(-c4ccc(Cl)cc4)nn(C)c3s2)o1	5.3	0.6	-1.4	1.6	-2.6	-8.3	9.8	5.2	-6.9
CN(C)c1ccc(C2OC(=O)C(C)(C)C(=O)C2(C)C)cc1 (stereo unspecified)	9.4	1.0	0.2	-16.5	-1.6	7.2	-1.4	-3.9	-10.6
O=C(O)c1ccc(CNCc2ccc(Cl)cc2)cc1	12.8	1.7	-2.5	6.8	-3.2	-13.2	7.3	-6.2	3.9
Cc1cc(C)n(CCC(=O)N=Nc2c(O)[nH]c3ccccc23)n1	10.7	0.6	-0.6	10.7	4.5	11.3	13.0	-0.7	8.2
Cc1ccccc1C(=O)NCC(=O)NNC(=O)c1cccc(Cl)c1	5.8	1.1	-1.2	-3.1	6.9	-5.7	6.1	-3.3	-2.2
COC(=O)CN1C(=O)[C@H]2[C@@H](c3ccc(C)o3)N3C(=O)CN(Cc4ccccn4)C(=O)[C@@]3(Cc3ccccc3)[C@H]2C1=O	-0.2	-0.1	-0.8	5.9	4.9	-4.9	2.3	4.8	-1.6
Cc1nn(C(C)C(=O)NCCc2ccccc2)c(=O)c2cc3occc3n12 (stereo unspecified)	2.0	0.8	-1.0	-0.6	-6.2	-0.8	5.4	7.3	-4.6
COC(=O)C1=C(C)NC(=O)CC1c1ccc(C(=O)OC)cc1 (stereo unspecified)	-3.4	0.0	0.2	3.4	-0.9	10.5	6.1	0.8	0.3
O=C(NCCCNC(=O)c1ccc(F)cc1)c1ccc(F)cc1	-4.4	0.3	-1.0	-6.4	1.0	4.2	5.1	13.5	-1.4
CSC1=N/C(=C\c2ccc(C)cc2)C(=O)S1	-5.3	-0.3	-2.9	45.9	-3.0	3.1	3.2	1.3	-0.3
C=C(C)Cn1c(CNC(C)=O)nc2ccccc21	-6.2	1.9	1.6	7.9	2.6	5.1	10.1	5.5	-6.1
N#Cc1ccccc1NC(=O)CSc1nnc(-c2ccccc2)n1-c1ccccc1	14.3	1.2	-1.0	8.9	0.7	2.5	1.9	7.7	-6.8
CCc1ccc2oc(=O)cc(CN3CCC(C)CC3)c2c1	1.7	-1.4	1.0	-8.3	-11.3	-3.1	0.9	0.3	-4.0
O=C(COC(=O)CCC(=O)c1cccs1)Nc1ccccc1C(F)(F)F	10.2	1.4	0.1	-1.6	0.4	4.3	9.0	14.2	-8.3
CCSc1nnnn1-c1ccccc1	-1.9	0.2	8.9	39.0	-3.8	-1.8	11.8	-2.9	-1.0
Cc1nc(-c2ccccc2)sc1C1(C)CC(c2ccccc2F)=NO1 (stereo unspecified)	22.4	-0.9	-0.5	3.7	0.3	2.0	3.0	-9.2	8.2
O=C(CN1C(=O)NC2(CCCC2)C1=O)Nc1cc(C(F)(F)F)ccc1N1CCOCC1	13.8	3.1	-1.1	-8.1	3.6	-18.7	17.0	5.9	-4.3
CCOC(=O)C1CCN(C(=O)CNC(=O)c2nn(-c3ccc(OC)cc3OC)c(=O)c3ccccc23)CC1	-4.8	0.7	-1.4	4.5	-1.9	-7.8	14.7	6.3	6.1
Clc1nc(NCc2ccco2)nc(N2CCCCC2)n1	-1.2	1.6	0.5	4.2	-0.8	-4.1	17.1	-3.2	3.4
CCn1c(=O)c([N+](=O)[O-])c(NCCCn2ccnc2)c2ccccc21	-30.3	9.4	-1.5	9.8	0.6	-3.7	6.3	14.0	-19.5
O=S(=O)(c1ccc2c(c1)OCCO2)N1CCC(n2cnc3cc(F)ccc32)CC1	-6.4	8.6	-1.0	14.8	-8.0	-3.1	2.6	3.1	-22.0

Fetched by structure from above (4):
SMILES	CHRM4 PAM	CHRM4 agonist	CRFBP-R2 agonist	CRFBP-R2 block	M5 ag	M4 antag	CHRM1 PAM	M5 antag	CHRM5 PAM
C=C(C)Cn1c(CNC(C)=O)nc2ccccc21	-6.2	1.9	1.6	7.9	2.6	5.1	10.1	5.5	-6.1
O=S(=O)(c1ccc2c(c1)OCCO2)N1CCC(n2cnc3cc(F)ccc32)CC1	-6.4	8.6	-1.0	14.8	-8.0	-3.1	2.6	3.1	-22.0
CCOC(=O)C1CCN(C(=O)CNC(=O)c2nn(-c3ccc(OC)cc3OC)c(=O)c3ccccc23)CC1	-4.8	0.7	-1.4	4.5	-1.9	-7.8	14.7	6.3	6.1
Clc1nc(NCc2ccco2)nc(N2CCCCC2)n1	-1.2	1.6	0.5	4.2	-0.8	-4.1	17.1	-3.2	3.4

(continued)
SMILES	CHRM4 PAM	CHRM4 agonist	CRFBP-R2 agonist	CRFBP-R2 block	M5 ag	M4 antag	CHRM1 PAM	M5 antag	CHRM5 PAM
CCCn1c(-c2ccc(F)cc2)cnc1SCC(=O)O	1.2	0.6	-1.0	4.1	-3.1	-3.8	5.8	-3.0	0.7
COc1cccc(NC(=S)NC2CC(C)(C)NC(C)(C)C2)c1	-2.5	0.5	-0.3	-22.5	1.1	6.7	-6.2	-1.9	2.4
CCCCn1c(=O)nc2n(-c3ccccc3)c3ccccc3cc-2c1=O	7.6	0.1	0.1	4.6	2.3	2.6	5.0	0.7	-2.7
CCCNC(=O)CSc1nc(Cc2ccccc2)nc2ccccc12	-2.1	0.5	-0.3	0.1	6.2	13.1	11.6	-5.9	11.1
CCOc1ccc(CCNC(=O)CN2C(=O)NC3(CCCCC3)C2=O)cc1OCC	3.7	0.6	-1.9	-0.1	0.3	-10.6	3.6	-1.4	2.8
Cc1cccc(C)c1OCC(O)CNS(=O)(=O)c1ccccc1C(=O)N1CCOCC1 (stereo unspecified)	-1.0	7.5	0.5	-5.5	-0.7	1.9	-11.3	-1.0	-5.2
COc1cccc(C(=O)NC(C)CCc2ccccc2)c1 (stereo unspecified)	11.0	-0.8	-1.2	12.0	-3.7	-4.7	16.9	7.3	-1.2
COc1ccc(C(=O)Nc2c3c(nn2-c2ccc(Cl)cc2)CS(=O)(=O)C3)cc1	-3.6	0.9	1.2	-1.0	4.8	-5.8	7.0	-82.5	25.5*
NC(=O)c1ccsc1NC(=O)COC(=O)c1ccccn1	-2.3	3.4	1.1	0.1	3.4	-1.3	10.3	6.8	-4.2
O=C(CCSCCC(=O)NCCN1CCOCC1)NCCN1CCOCC1	-0.7	0.4	0.4	-1.7	-0.6	-6.8	3.1	2.4	-3.8
COc1ccc(Cc2nn[nH]n2)cc1	-3.7	-0.1	0.5	4.0	-2.0	-1.4	8.4	1.2	2.4
O=C(CSc1nc2ccccc2s1)Nc1ncccn1	-2.6	2.7	-0.6	-5.0	-4.4	3.1	6.0	-8.2	9.6
CCc1nnc(NC(=O)c2cccc(S(=O)(=O)N(C)c3ccccc3)c2)s1	1.9	0.5	-0.6	-36.4	4.8	-5.3	7.1	-3.2	-3.2
O=C(O)CC1(CC(=O)N2CCC(C(=O)O)CC2)CCCC1	2.8	0.6	-0.2	-2.9	-0.9	-18.9	7.5	7.2	-2.7
Cc1cc(C)c(C)c(C(=O)C(=O)c2ccccc2)c1	0.2	0.1	0.3	19.3	-1.5	0.1	5.8	12.2	-6.1
CCC(c1nnnn1C1CCCCC1)N1CCN(C(=O)c2ccco2)CC1 (stereo unspecified)	3.3	-0.1	-0.2	6.2	-0.5	-7.0	3.8	7.0	4.9
COCCNC(=O)/C(C#N)=C/c1cn(CC(=O)NCc2ccco2)c2ccccc12	7.8	3.8	-1.8	19.0	1.1	-0.8	1.2	-1.8	-6.2
O=C(Cc1ccccc1)Nc1ccccc1C(=O)N1CCCCCC1	1.4	0.9	-1.4	-8.8	-3.0	-7.6	10.5	-6.8	-4.0
C=CCC(C)(NCc1ccccc1)c1ccc(C)cc1 (stereo unspecified)	-10.1	-1.2	0.6	-27.3	-2.3	-0.3	0.1	-1.2	-2.9
CCOc1ccc2oc(C(=O)OCC(=O)NC(=O)NC)c(C)c2c1	3.1	0.9	-1.1	-5.6	-2.4	-0.6	6.8	5.8	2.6
CN1CCN(S(=O)(=O)c2ccc(SCCOc3ccc(Cl)cc3)nc2)CC1	-1.3	4.9	2.4	-2.5	1.8	-5.7	11.4	0.5	0.3
Cc1ccc(C(C)C)c(OCC(=O)Nc2ccc(N3CCN(S(C)(=O)=O)CC3)cc2)c1	3.3	0.4	-2.0	8.9	-1.4	1.0	0.2	2.6	0.3
Cc1cc(N/C=C\c2nnnn2-c2ccc(F)cc2)no1	10.6	0.8	0.6	-15.8	-4.1	-19.1	2.3	7.5	-0.8
CC(C)Oc1cccc(C(=O)C2CCCN(Cc3cccn3-c3cccnc3)C2)c1 (stereo unspecified)	-8.5	4.5	0.4	-5.8	-3.0	-4.3	0.1	0.3	2.5
CCC/C(=C1/c2ccccc2C(=O)N1c1ccccc1)c1cnc(OC)nc1	10.8	0.9	1.4	-4.1	-0.7	8.3	5.3	-2.5	2.4
CC(=O)Nc1ccc(NC(=O)CC(C)n2ccnc2)cc1 (stereo unspecified)	-5.0	0.7	2.3	3.2	-1.6	7.9	-2.0	8.4	-5.3
COC(=O)[C@@]12C[C@@H](CC(=O)NCCCCc3ccccc3)C(=O)N(Cc3ccc4c(c3)OCO4)C1=CCC(C)(C)C2	11.3	8.0	.	.	0.7	-21.2	.	-10.5	7.6
CC(=O)Nc1ccc2c(c1)ncn2C	-3.6	0.4	0.2	16.9	-1.0	-2.9	5.8	0.1	-3.8
C=CCNc1nc(-c2ccccc2)nc(-n2ccnc2)n1	-3.3	-1.6	2.0	3.9	-2.5	4.0	1.1	-6.2	-1.2
Cc1ccc(NC(=O)C2CCCN(S(=O)(=O)c3ccc(-n4cnnn4)cc3)C2)cc1 (stereo unspecified)	7.2	1.1	-0.4	-2.3	-1.3	1.7	7.6	8.6	-0.1
CCOc1ccc(CCNC(=O)COC(=O)c2ccco2)cc1OCC	1.9	0.4	0.0	12.3	-2.2	-2.7	2.4	-1.9	5.8
CCCCCOc1ccc(NC(=O)CSc2cccc3cccnc23)cc1	-7.0	0.7	0.8	-15.4	0.5	4.2	5.2	-6.3	-4.0
CC1=NN(Cc2ccccc2)C(=O)C1C(c1ccc(Cl)cc1)C(C#N)C#N (stereo unspecified)	-6.8	0.6	-2.1	-34.5	-1.3	0.1	0.4	4.5	1.9
CC(=O)N1c2c(cc(Br)cc2S(=O)(=O)NCc2cccnc2)CC1C (stereo unspecified)	2.3	0.7	-0.6	-4.6	-1.5	-8.9	7.2	0.4	-1.6
